PAFAH1B3 FP inh – PAFAH1B3 (human) inhibition; Q15102; recombinant PAFAH1B3, FP-rhodamine probe, fluorescence polarization; inhibition, % at 3.39 µM; actives 0.28% (n = 340,000); AID 492972;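 active means inhibition above the screen-wide average of all tested compounds plus 3 SD, cut at about 25% in these data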;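 further: 0% = enzyme with DMSO only and 100% = wells lacking PAFAH1B3 protein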
PREPL inhibitor – human PREPL enzyme inhibition; Q4J6C6; recombinant PREPL, fluorescence polarization activity-based probe; inhibition, % at 5.96 µM; actives 0.68% (n = 320,000); AID 2751; in the data active means inhibition above about 43%;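 further: 0% = enzyme with DMSO and 100% = wells lacking enzyme; many of its hits are not listed in these tables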
PME-1 primary – PME-1 (human) inhibition; Q9Y570; recombinant PME-1, FP-Rh probe fluorescence polarization; inhibition, % at 5.9 µM; actives 0.53% (n = 320,000);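 active means inhibition above the campaign mean of all compounds plus 3 SD, cut at about 26% in these data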;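 further: competitive labeling of PME-1 active site by serine hydrolase directed probe; 0% = PME-1 with DMSO and 100% = wells lacking PME-1 enzyme; inhibitors block probe labeling so polarization falls and inhibition rises; many of its hits are not listed in these tables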
Target sequence (Q9Y570 whole entry, looked up): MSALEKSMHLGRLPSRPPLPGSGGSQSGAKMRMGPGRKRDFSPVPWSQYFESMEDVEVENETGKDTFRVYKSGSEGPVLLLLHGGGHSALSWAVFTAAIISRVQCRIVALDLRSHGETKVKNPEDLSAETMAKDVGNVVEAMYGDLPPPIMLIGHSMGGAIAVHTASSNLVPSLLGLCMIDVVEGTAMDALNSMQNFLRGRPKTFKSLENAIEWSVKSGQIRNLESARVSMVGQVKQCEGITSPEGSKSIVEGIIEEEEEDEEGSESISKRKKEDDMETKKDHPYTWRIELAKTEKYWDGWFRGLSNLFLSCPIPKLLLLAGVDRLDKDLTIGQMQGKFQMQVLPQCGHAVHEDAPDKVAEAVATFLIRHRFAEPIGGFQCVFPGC
GSTO1 inh – GSTO1 inhibition, counter-screen for RBBP9 inhibitors | actives 1.1% (n = 300,000) | recombinant GSTO1, activity-based probe fluorescence polarization | AID 1974 | inhibition, % at 5.96 µM | P78417;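 active means inhibition above the campaign mean inhibition plus 3 SD, cut at about 35% in these data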;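 further: 0% = GSTO1-1 with DMSO and 100% = wells lacking GSTO1-1 enzyme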
Target sequence (P78417 whole entry, looked up): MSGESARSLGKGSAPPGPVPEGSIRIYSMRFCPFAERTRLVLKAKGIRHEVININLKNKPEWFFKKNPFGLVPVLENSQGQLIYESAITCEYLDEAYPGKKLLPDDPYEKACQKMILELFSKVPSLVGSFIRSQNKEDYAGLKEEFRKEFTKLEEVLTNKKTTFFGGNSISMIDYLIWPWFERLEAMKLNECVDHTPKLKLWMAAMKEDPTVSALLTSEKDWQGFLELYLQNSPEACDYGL
PAD4 FP inh – inhibitors of human PAD4; actives 0.41% (n = 330,000); inhibition, % at 6.36 µM; recombinant PAD4, RCA probe fluorescence polarization;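 active means percent inhibition above a cutoff equal to the mean of all tested compounds plus 3 SD, cut at about 15% in these data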;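 further: 0% = PAD4 with RCA probe and DMSO and 100% = probe without PAD4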
PAFAH1B2 inh – inhibitors of human PAFAH1B2 | recombinant PAFAH1B2, FP-rhodamine activity probe, fluorescence polarization | inhibition, % at 3.39 µM | actives 1.2% (n = 340,000) | AID 492953;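 active means inhibition above the mean of all tested compounds plus 3 SD, cut at about 24% in these data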;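 further: 0% = enzyme with DMSO and 100% = wells lacking PAFAH1B2; many of its hits are not listed in these tables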
LYPLA2 counter – LYPLA2 (human) inhibition in PME1 counter-screen; O95372; AID 2177; recombinant LYPLA2, FP-Rh probe fluorescence polarization; actives 0.38% (n = 320,000); inhibition, % at 5.9 µM;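 active means inhibition above the screen-wide mean plus 3 SD, limit set per campaign, cut at about 26% in these data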;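 further: 0% = LYPLA2 with DMSO and 100% = wells lacking LYPLA2 enzyme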
Target sequence (O95372 whole entry, looked up): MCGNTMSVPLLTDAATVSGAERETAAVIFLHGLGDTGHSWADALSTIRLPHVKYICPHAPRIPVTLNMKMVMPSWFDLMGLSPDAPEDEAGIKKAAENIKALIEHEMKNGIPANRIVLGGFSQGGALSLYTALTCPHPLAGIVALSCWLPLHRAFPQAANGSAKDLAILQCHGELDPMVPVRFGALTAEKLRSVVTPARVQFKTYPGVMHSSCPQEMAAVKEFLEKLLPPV
pPAFAH FP inh – inhibitors of human plasma PAF acetylhydrolase (pPAFAH); Q13093; recombinant pPAFAH, FP-rhodamine probe fluorescence polarization; inhibition, % at 3.39 µM; actives 1.5% (n = 330,000);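 active means inhibition above the mean inhibition across the screen plus 3 SD, cut at about 25% in these data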;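 further: inhibitors block binding of the rhodamine activity-based probe so polarization drops; 0% = enzyme with DMSO and 100% = wells lacking pPAFAH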
LYPLA1 counter – counter-screen for PME1 inhibitors: inhibitors of human LYPLA1 | O75608 | recombinant LYPLA1, FP-Rh probe fluorescence polarization | inhibition, % at 5.9 µM | actives 0.16% (n = 320,000);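 active means inhibition above the mean of all tested compounds plus 3 SD, set per campaign, cut at about 14% in these data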;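 further: inhibitors block serine hydrolase probe labeling of LYPLA1 so polarization falls; 0% = enzyme with DMSO and 100% = wells lacking LYPLA1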
Numbers without * were called inactive; . = no result given. Some of the compounds tested; rates above refer to the full screens.

SMILES	PAFAH1B3 FP inh	PREPL inhibitor	PME-1 primary	GSTO1 inh	PAD4 FP inh	PAFAH1B2 inh	LYPLA2 counter	pPAFAH FP inh	LYPLA1 counter
Cc1cc(C)c(NC(=O)c2cn3c4c(c(N5CCN(C)CC5)c(F)cc4c2=O)OCC3C)c(C)c1 (configuration not stated)	8	16	-2	-5	-4	5	-1	2	-2
C=CCn1c(SCC(=O)NCc2ccc3c(c2)OCO3)nnc1C1CCCCC1	13	-1	1	4	-6	10	1	4	-2
O=C(Nc1ccccc1C(=O)N1CCCCCC1)c1ccccc1Cl	-5	-5	-5	0	-3	2	-3	4	-1
COC(=O)Cc1ccc(NC(=S)N2CCN(c3ccc(OC)cc3)CC2)cc1	-4	0	-4	-1	-5	-3	22	4	3
O=[N+]([O-])c1cc(S(=O)(=O)C(F)(F)F)ccc1Sc1nc2ccccc2[nH]1	-24	16	1	4	9	3	5	7	-5
COCCNC(=O)Cn1ccc2cc(S(=O)(=O)N3CCCCC3)ccc21	-1	-5	2	9	1	3	8	-1	2
O=C(COC(=O)Cc1ccc(Cl)cc1)NCc1ccc(F)cc1	1	8	-2	.	0	14	1	11	1
CCOc1ccc(OCCSc2nc3ccccc3c(=O)[nH]2)cc1	-6	15	-4	-5	1	31*	-1	3	0
Cc1ccc(Cl)c(OCC(=O)Nc2ccccc2C(=O)NC2CC2)c1	9	2	-2	-1	2	-1	3	-3	0
CCCSC(=S)NC1CCS(=O)(=O)C1 (configuration not stated)	1	-6	0	-3	-7	-8	2	2	-2
OCCN(CCO)c1ncnc2c1sc1nc(N3CCOCC3)c3c(c12)CCCC3	10	4	-9	-7	5	3	-4	3	-7
C/C(=C/C(=O)N1CCc2ccccc21)C(=O)O	9	7	-2	-2	3	4	1	6	3
CCN(CC)S(=O)(=O)c1cccc(-c2nnc(SCc3nnc(-c4cccs4)o3)n2N)c1	3	2	2	-1	4	5	3	4	-2
O=C(CCc1ccccc1)Nc1ccncc1	-5	-2	-1	1	2	-1	-5	4	0
CC(=O)Nc1ccc(NC(=S)Nc2ccc(F)cc2)cc1	4	5	1	-4	-2	2	0	2	-1
Cc1ccc(NC(=O)NNC(=O)c2cc3ccccc3cc2O)cc1C	22	10	2	-4	-3	7	-10	22	-5
CCOc1ccccc1NC(=O)Cn1ncc2ccc([N+](=O)[O-])cc21	-3	5	6	9	5	2	-14	6	0
C=C(C)C(O)COc1c2occc2c(OC)c2ccc(=O)oc12 (configuration not stated)	7	10	.	.	-5	7	.	-3	.
C[C@]12C[C@H](O)[C@@H]3c4ccc(O)cc4CCC3[C@@H]1CCC2=O (some centres not stated)	0	0	-6	6	-2	5	0	1	3
COc1ccc(/C(C)=N/NC(=O)CNC(=O)/C=C\c2ccco2)cc1	-4	7	-3	5	-2	-2	-6	-3	1
CC12COC3(C(=O)N4CCN(c5ccccn5)CC4)CC1CCC32C (configuration not stated)	1	5	-2	3	-1	6	3	3	1
CCOC(=O)c1cn2nc(-c3ccc(OCC)cc3)cc2nc1C1CCN(C(=O)OC(C)(C)C)CC1	-3	5	4	-1	-1	6	0	4	1
O=C(Nc1ccc(F)cc1)Nc1ccccc1F	4	14	2	10	1	-5	1	0	1
CCn1c(=O)c(C(=O)CN(C)Cc2cccc(OC)c2OC)c(N)n(Cc2ccccc2)c1=O	-3	9	-2	-1	0	0	-4	0	1
Cc1c(CNCCc2ccc(Cl)cc2)c(C(=O)O)c(C)n1Cc1ccccc1	7	-3	1	1	-3	7	5	5	8
Cc1ccc(NC(=O)Cc2c[nH]c3ccccc23)cc1S(=O)(=O)N1CCCCCC1	3	14	23	-10	-2	1	-5	2	-10
Cc1ccc(S(=O)(=O)CC(=O)c2ccc([N+](=O)[O-])cc2)cc1	11	3	0	-6	-1	3	3	8	-1
C=CCOC(=O)C1=C(C)NC(=O)NC1c1cc2c(cc1Br)OCO2 (configuration not stated)	4	-8	1	-14	5	5	1	3	-1
Cn1c(=N)n(CC(=O)c2ccc(F)cc2)c2ccccc21	12	12	4	-2	1	-3	0	3	0
COc1cccc(-c2nc(N3CCC(C)CC3)c3ccccc3n2)c1O	9	18	12	16	-2	6	3	2	-4
CCn1c(-c2cc(Br)cc(OC)c2O)nc2cc(S(=O)(=O)N(C)C)ccc21	6	-3	8	-10	18*	6	-3	10	-1
COc1ccc(C(=O)NCCn2cc(SCC(=O)N3CCOCC3)c3ccccc32)cc1	3	-1	3	0	-3	-1	3	-3	1
CC(C)(CC(=O)OCC(=O)Nc1ccccc1F)CC1=NS(=O)(=O)c2ccccc2N1	1	11	4	-4	0	-7	1	0	0
CCc1nnc(NC(=O)CCC(=O)O)s1	8	-3	-6	3	0	2	-5	5	1
Cc1[nH]n(-c2ccccc2)c(=O)c1N=Nc1c(Cl)cccc1Cl	7	8	1	1	5	0	7	2	-2
O=C(NCc1cccc2[nH]ccc12)C1CCC(=O)N(CCc2ccccc2)C1 (configuration not stated)	0	20	-4	-6	-1	4	1	2	0
COC(=O)CN1C(=O)C(O)(CC(=O)c2ccc(Br)cc2)c2ccccc21 (configuration not stated)	10	-3	-11	4	2	-1	-2	-1	2
CN(C)S(=O)(=O)c1ccc(-c2cn3ccccc3n2)cc1	7	0	-3	6	6	3	2	-5	0
COc1ccc(-c2noc(CN(C(=O)c3ccc4c(c3)OCO4)C(C)C)n2)cc1OC	1	-8	1	-9	4	1	-6	6	-3
O=C(NCCc1ccccn1)c1cccnc1Oc1ccc(Cl)cc1	2	-2	-1	-1	2	8	6	6	0
COc1c(F)c(F)c(-c2csc(N)n2)c(F)c1F	4	10	-1	9	-1	0	3	4	0
CCOc1nc(N2CCCCC2)nc(-n2cc(-c3ccccc3)nn2)n1	9	-7	-3	1	0	-4	-4	-4	-3
Cc1ccc(-c2nc(CS(=O)CC(=O)NCCCN3CC(C)CC(C)C3)c(C)o2)cc1 (configuration not stated)	8	41	-1	2	-1	2	3	2	3
COc1ccc(-c2coc3cc(O)cc(O)c3c2=O)cc1	7	-7	0	1	-2	2	-1	0	-2
CCCn1c(NCc2ccc(C)o2)nc2ccccc21	-3	8	-2	5	3	1	0	7	-2
Cc1cccc(C(=O)Nc2cccc(-c3ccc4nncn4n3)c2)c1	1	-4	-2	-7	-4	12	-5	1	3
CC(C)CC(=O)OCC(=O)Nc1ccccc1Sc1ccccc1	1	-2	1	2	-4	15	-1	9	0
CCCCCc1ccc(-c2ccc(/C=C/C(=O)O)cc2)nc1	12	3	-5	-6	1	2	3	3	-1
O=C(NCCCN1CCN(c2ccccc2)CC1)Nc1ccccc1C(F)(F)F	-4	23	0	2	-2	2	4	-1	1
CCc1cccc(C)c1NC(=O)CNCc1ccccc1	-3	4	3	5	0	-3	3	2	0
CC1CC(CC(=O)Nc2nc(-c3ccccc3)cs2)C(=O)O1 (configuration not stated)	-4	-6	-2	2	-4	0	0	-1	-3
COc1ccc(N2CC(C(=O)NCc3cccnc3)CC2=O)cc1 (configuration not stated)	4	3	-2	-4	-1	3	-7	2	-6
CCc1ccc(C2=NNC(=Nc3cccc(S(=O)(=O)N(C)C)c3)SC2)cc1	-8	-4	-5	5	-31	2	-1	6	-3
COCCN1CCN(C(=O)c2ccc3oc(CCCc4ccccc4)nc3c2)CC1	8	10	-4	3	0	10	-8	7	-1
O=C(N/N=C/c1ccc2c(c1)OCO2)c1ccccn1	2	0	-2	2	-2	-1	0	3	-2
Cc1ccn2c(CNC(C)c3cn(C)nc3C)c(C(=O)N3CCCCCC3)nc2c1 (configuration not stated)	0	9	3	2	3	-3	6	1	3
Cc1ccc(CN(CC(=O)NCCc2ccccc2)C(=O)c2csnn2)cc1	-2	-9	1	-6	-5	5	0	6	0
COc1cc(OC)cc(C(=O)N[C@H](C(=O)Nc2c(C)n(C)n(-c3ccccc3)c2=O)C(C)C)c1	12	8	.	.	0	4	.	0	.
O=C(O)Cn1nnn(-c2ccccc2)c1=S	1	1	5	6	-2	-1	3	2	2
COc1ccc(/C=C2\Sc3ccc(C(=O)NCC4CCCO4)cc3N(C)C2=O)cc1 (configuration not stated)	8	-1	-1	4	8	-2	9	8	2
New compounds follow.
SMILES	PAFAH1B3 FP inh	PREPL inhibitor	PME-1 primary	GSTO1 inh	PAD4 FP inh	PAFAH1B2 inh	LYPLA2 counter	pPAFAH FP inh	LYPLA1 counter
O=C(c1ccc(NS(=O)(=O)c2ccc(F)cc2)cc1)N1CCC1	7	9	-4	4	-3	-1	-6	0	1
Cc1cc(C(=O)O)cc(Br)c1N	7	3	-1	-4	-2	9	-1	4	-1
O=C(OC1CCN(c2ncc(C(F)(F)F)cc2Cl)CC1)c1cccc(C(F)(F)F)c1	10	1	0	6	-4	4	7	2	-2
COc1ccc(CCNC(=O)CCc2cc(OC)c(OC)c(OC)c2)cc1OC	5	6	4	0	1	2	2	4	1
COc1ccc(-c2nnc(CSc3nc4ccccc4c(=O)n3CC3CCCO3)o2)cc1OC (configuration not stated)	11	2	1	5	1	1	0	-2	0
COc1ccc(C(=O)NCc2nnc(SCC(=O)N3CCOCC3)o2)cc1OC	5	-3	2	5	4	-2	5	0	3
COc1ccc(-c2sc3ccccc3c2/C=C/c2ccc(N)cc2)cc1	2	25	.	.	4	7	.	9	.
O=C(Nc1nnc(-c2ccc(Cl)cc2)o1)NC1CCCCC1	2	0	-11	5	0	9	5	5	2
O=C1c2ccccc2C(=O)N1Cc1cc(Cl)c(O)c([N+](=O)[O-])c1	16	11	-3	-2	-4	14	-3	4	3
CCc1nnc(NC(=O)CSc2nc3cc4c(cc3cc2CC)OCCO4)s1	-3	-1	-6	29	-2	1	-2	3	-2
Cc1ccccc1NC(=O)C(=O)NCCc1ccccc1	4	12	-6	-3	-3	-3	2	4	0
O=C(O)c1ccc(OS(=O)(=O)c2cccc(C(F)(F)F)c2)cc1	2	12	5	.	-4	9	5	0	3
Cc1cc(C)c2ccc(C)[n+]([O-])c2c1O	3	-6	-3	9	-4	3	-2	0	-4
CCOC(=O)c1sc(NC(=O)c2ccc(C)s2)cc1C	0	3	-3	-2	-1	-1	1	-1	-2
CC(C)c1ccc(C(=O)NC(=S)NCc2cccnc2)cc1	5	-10	1	-12	-2	0	1	2	2
COCCCN1C(=O)c2ccc(C(=O)N3CCN(c4ccccc4OC)CC3)cc2C1=O	8	24	3	-6	1	0	9	-3	1
CSc1nc(NCC(C)C)c2c3c(sc2n1)CN(C)CC3	0	24	2	-2	-3	0	4	-5	2
O=C(Cn1c(=S)[nH]c2ncccc2c1=O)NCCc1ccccc1	.	-1	0	8	-1	.	-5	3	-1
CN(CCCNC(=O)c1nn(C)c2c1CS(=O)(=O)c1ccccc1-2)Cc1ccccc1	7	3	7	3	0	9	6	3	4
CCn1c(NC(=O)C(C)C)c(-c2ccccc2)c(=O)c2ccccc21	.	-7	4	6	0	.	0	1	-3
OCC[C@H]1C[C@H](O)[C@@H](O)[C@]2(OCCc3ccccc32)O1	7	7	-2	3	-1	0	7	26*	0
CCN(CC)C(=O)[C@H]1C[C@H](CC(=O)NCc2ccco2)C(=O)N2CCc3c([nH]c4ccc(Cl)cc34)[C@]12C	6	.	.	.	10	2	.	7	.
Cc1cc(C)nc(SCC(=O)OCC(=O)Nc2ccccc2)n1	3	-4	0	9	-2	3	1	4	-1
